dFosB activator – enhances mouse delta FosB homodimer DNA binding. AID 493131. activation, % at 25 µM. purified delta FosB, TAMRA-CDK5 oligo fluorescence polarization; percent of positive-control signal above neutral wells. 0.99% of 340,000 active. P13346;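 active = mean activation above about 17%, with every replicate also reaching it, limit read from the data, passing the limit was not always enough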;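 also: fluorescence polarization rise as delta FosB binds a TAMRA Cdk5 AP-1 oligo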
V-ATPase pHluor – alters yeast V-ATPase proton transport; S. cerevisiae, pHLuorin cytosolic pH fluorescence; response, % at 10 µM; 0.37% of 350,000 active; AID 504577; in the data active = response mostly above about 7.3%, no sharp cut-off; inactive = mostly below about 5.4%; also: actives read high; inactives centre near 0; some compounds called inactive have numbers as strong as hits
Rtt109 HAT inh – blocks Candida albicans Rtt109/Vps75 acetyltransferase activity; Q5AAJ8; purified Rtt109/Vps75, ThioGlo CoA-SH fluorescence, 4 h; inhibition, % at 34.9 µM; 0.16% of 330,000 active; AID 540336;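 active = inhibition of at least 50% in every replicate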
Target sequence (Q5AAJ8 whole entry, looked up): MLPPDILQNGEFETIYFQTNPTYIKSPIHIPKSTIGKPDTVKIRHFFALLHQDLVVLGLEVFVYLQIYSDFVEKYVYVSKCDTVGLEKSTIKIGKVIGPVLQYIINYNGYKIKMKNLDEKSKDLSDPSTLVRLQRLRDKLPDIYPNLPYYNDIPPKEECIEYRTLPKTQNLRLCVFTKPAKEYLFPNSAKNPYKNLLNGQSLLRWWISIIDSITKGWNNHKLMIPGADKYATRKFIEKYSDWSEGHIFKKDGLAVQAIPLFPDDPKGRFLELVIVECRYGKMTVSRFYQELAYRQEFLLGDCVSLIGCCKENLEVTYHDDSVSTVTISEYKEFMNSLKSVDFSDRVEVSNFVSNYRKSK
MITF act – increases MITF-driven TRPM1 promoter luciferase signal; AID 588334; SK-MEL-5 TRPM1-promoter luciferase, 24 h; % of positive control, neutral wells = 0; activation, % at 12.5 µM; 0.75% of 300,000 active;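 active = mean activation of at least 80% with every replicate also reaching 80%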;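 also: 0% = neutral control wells and 100% = parthenolide positive control wells; values of inactives mirror those of a sister screen read the other way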
CDK5 p35 inh – CDK5/p35 (human) kinase inhibition; Recombinant CDK5/p35, ADP-Glo luminescence, 60 min; inhibition, % at 10 µM; 0.01% of 330,000 active; AID 488839;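 active = highest replicate inhibition of at least 50% and at least 75% of replicates reaching 50%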;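 also: plate controls were DMSO neutral control for no effect and GW8510 at 10 µM for full effect; many of its hits are not listed in these tables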
Target sequence (Q00535 whole entry, looked up): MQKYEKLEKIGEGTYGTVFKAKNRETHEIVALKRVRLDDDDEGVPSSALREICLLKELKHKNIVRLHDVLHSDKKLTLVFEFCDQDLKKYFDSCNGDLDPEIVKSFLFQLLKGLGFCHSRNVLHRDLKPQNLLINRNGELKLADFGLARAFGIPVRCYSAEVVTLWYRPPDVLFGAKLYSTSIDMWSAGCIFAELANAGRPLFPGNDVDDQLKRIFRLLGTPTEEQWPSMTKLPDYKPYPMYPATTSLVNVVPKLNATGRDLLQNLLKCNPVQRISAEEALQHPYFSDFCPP
Target sequence (Q15078 whole entry, looked up): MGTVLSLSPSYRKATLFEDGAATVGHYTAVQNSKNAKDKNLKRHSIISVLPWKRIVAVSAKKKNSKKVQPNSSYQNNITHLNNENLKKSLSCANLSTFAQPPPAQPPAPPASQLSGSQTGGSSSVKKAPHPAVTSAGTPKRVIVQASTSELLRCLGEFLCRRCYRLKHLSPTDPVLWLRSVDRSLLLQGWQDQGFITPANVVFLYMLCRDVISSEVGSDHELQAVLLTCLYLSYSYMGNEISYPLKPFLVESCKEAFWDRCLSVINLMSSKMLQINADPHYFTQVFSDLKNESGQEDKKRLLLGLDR
Wnt act – activates Wnt/beta-catenin signaling in a reporter cell assay; activator, plate reader; activation, % at 9.35 µM; 1.2% of 300,000 active; in the data active = activation above about 30%, passing the limit was not always enough;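 also: 0% = neutral control wells and 100% = positive control wells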
CAL PDZ FP-1 – blocks peptide binding to human CAL PDZ domain; Q9HD26; purified CAL PDZ, TMR-peptide fluorescence polarization, 1 h; inhibition, % at 20 µM; 0.02% of 330,000 active; AID 504414;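 active = highest replicate inhibition of at least 40%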;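 also: plate controls were DMSO neutral control wells for no effect and unlabeled competitor peptide control wells for full effect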
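Material: tagged CAL PDZ protein CerCALP, purified; buffer or medium: sodium phosphate/NaCl buffer pH 7.4 with TCEP, IgG, Thesit; also added: fluorescent TMR peptide probe; schedule: 1 h incubation at room temperature before polarization reading; technique: fluorescence polarization from S- and P-plane intensities, G-factor corrected; control set: unlabelled peptide and DMSO controls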
Tat export inh – blocks Tat-dependent protein export in E. coli; 0.036% of 340,000 active; inhibition, % at 10 µM; E. coli MC4100 TorA-mCherry Tat export, fluorescence;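 active = mean replicate inhibition at least 50% and at least half of replicates individually reaching 50%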;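 also: exported cargo escapes ClpAP degradation while cytoplasmic cargo is degraded and loses fluorescence; 0% = median of neutral control wells and 100% = median of NaSCN control wells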
CAL PDZ FP-2 – blocks peptide binding to the human CAL PDZ domain; purified CAL PDZ, TMR-peptide fluorescence polarization, 1 h; Q9HD26; 0.92% of 300,000 active; AID 602252; inhibition, % at 24.9 µM;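 active = mean inhibition of at least 30% with at least half of replicates also reaching 30%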;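 also: 0% = DMSO neutral control and 100% = excess unlabeled competitor peptide PRC23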
RTF Ca sens act – cardiac RTF calcium sensitization | P19429+P45379 | IANBD-labeled TnC RTF fluorescence at EC20 calcium; 0% EC20 calcium, 100% full calcium | AID 493008 | 0.24% of 340,000 active | activation, % at 7.2 µM;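 active = activation above the mean over all tested compounds plus 3 SD, cut at about 30% in these data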;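 also: rise in fluorescence read as greater calcium sensitivity of cardiac thin filaments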
The depositor's hits bear a star; . = no result given.

SMILES	dFosB activator	V-ATPase pHluor	Rtt109 HAT inh	MITF act	CDK5 p35 inh	Wnt act	CAL PDZ FP-1	Tat export inh	CAL PDZ FP-2	RTF Ca sens act
Cc1cccc(NC(=O)C2C(C(=O)O)C3C=CC2C32CC2)c1C (configuration not stated)	3	-4	-9	-6	-4.7	.	-1.7	23	-5	4
O=C(CSc1nnnn1C1CCCC1)Nc1cccc(NC(=O)c2ccco2)c1	-18	0	-1	4	-1.1	.	-1.0	1	-6	1
CC(NC(=O)/C(=C/c1cccc([N+](=O)[O-])c1)NC(=O)c1ccco1)C(=O)O (configuration not stated)	-2	0	2	-1	-0.4	-4	-1.6	6	0	1
COC(=O)c1ccc(C2/C(=C(/O)c3ccc(OC)cc3)C(=O)C(=O)N2Cc2ccco2)cc1 (configuration not stated)	-4	4	2	3	3.2	9	-2.0	-2	2	0
CN(C)c1ccc(/C=N/NC(=O)CNC(=O)/C=C/c2ccco2)cc1	-2	0	-7	-8	-1.3	-2	-2.8	3	-1	-1
COc1ccc(CC(=O)Nc2nnc(C(C)C)s2)cc1	2	3	-1	3	-0.4	2	-1.5	-4	-4	4
CCCSc1nc(N)nc2c1ncn2C1OC(CO)C(O)C1O (configuration not stated)	5	6	-6	0	-0.3	-2	0.4	-4	-4	-1
Cc1ccc(CN2C(=O)c3ccccc3Sc3ccc(C(=O)NCCN4CCOCC4)cc32)cc1	0	-4	28	-11	.	0	-2.9	11	-3	0
C(=N\n1cnnc1)/c1ccc(OCc2ccccc2)cc1	-6	3	-5	52	0.1	.	-0.5	-3	.	2
O=C(COc1ccccc1)N1CCN(C(=O)c2cccc(F)c2)CC1	2	4	-2	-5	0.5	.	0.7	-4	-2	2
Cc1sc2c(c1C)CN(Cc1ccncc1)CN2C(=O)c1ccco1	-4	-3	0	13	0.0	.	-1.5	-13	-3	0
CCCNC(=O)CCn1nc(-c2ccc(Cl)cc2)c2ccccc2c1=O	0	-1	-1	.	4.7	0	-0.8	-5	.	9
O=C(Cn1c(NCCCO)nc2ccccc21)c1ccc(Br)cc1	4	6	9	-11	0.4	.	-0.2	-10	.	3
COc1ccc2nc(NC(=O)CSc3nc4cccnc4n3C)sc2c1	1	2	-7	7	0.4	5	-0.3	12	-1	-2
CCCn1c(C(CO)Nc2nc(-c3cccc(Br)c3)cs2)nc2ccccc21 (configuration not stated)	-15	3	0	-10	1.0	-3	-0.7	-5	-1	-2
O=C(NC1CCCCC1)C(c1ccco1)N(C(=O)c1csnn1)c1cccc(Cl)c1 (configuration not stated)	-15	5	9	-20	-7.3	-1	-4.8	2	-3	1
CC(CN1CCCC1)OC(=O)COc1ccccc1 (configuration not stated)	0	-6	13	-2	-1.2	-3	-3.5	21	-1	1
Cc1ccc(-n2nc3c(c2NC(=O)c2cccs2)CSC3)cc1	-10	3	.	-7	1.4	.	-0.7	-6	-4	2
CC(C)(C)NC(=O)Cc1ccc(S(=O)(=O)N2CCCC2)s1	0	.	-4	1	1.6	.	-2.3	-4	1	-5
Cc1cc(OCCCCNC(C)C)cc(C(C)C)c1	-5	-6	7	4	0.0	-6	0.6	-4	-2	-1

An excerpt from above in order of the CDK5 p35 inh value, high to low:
canonical_smiles	dFosB activator	V-ATPase pHluor	Rtt109 HAT inh	MITF act	CDK5 p35 inh	Wnt act	CAL PDZ FP-1	Tat export inh	CAL PDZ FP-2
Cc1ccc(-n2nc3c(c2NC(=O)c2cccs2)CSC3)cc1	-10	3	.	-7	1.4	.	-0.7	-6	-4
O=C(Cn1c(NCCCO)nc2ccccc21)c1ccc(Br)cc1	4	6	9	-11	0.4	.	-0.2	-10	.
C(=N\n1cnnc1)/c1ccc(OCc2ccccc2)cc1	-6	3	-5	52	0.1	.	-0.5	-3	.

(cont.)
SMILES	dFosB activator	V-ATPase pHluor	Rtt109 HAT inh	MITF act	CDK5 p35 inh	Wnt act	CAL PDZ FP-1	Tat export inh	CAL PDZ FP-2	RTF Ca sens act
Nc1nnnn1/N=C/c1ccccc1OCc1ccc(Cl)cc1Cl	3	2	-4	3	-1.3	0	-2.2	-2	-2	3
O=C(NCCc1ccccc1)C1CCN(S(=O)(=O)c2ccc(-c3nn[nH]n3)cc2)CC1	-5	-2	-14	-12	2.2	.	-1.3	-5	-3	6
CCOC(=O)C1CCCN(C(=O)C2CCN(C(=O)Nc3ccccc3)CC2)C1 (configuration not stated)	-2	-4	2	7	-3.1	5	-1.6	3	-8	3
CCOC(=O)N1CCC(NC(=O)CS(=O)(=O)Cc2nc(-c3cccc(OC)c3)oc2C)CC1	4	-1	-3	.	0.0	.	-0.4	-8	-1	-4
CCc1c(C)sc(NC(=O)Cn2nc(C(F)(F)F)c3c2CCCC3)c1C#N	0	-1	-12	-7	-0.1	-3	0.2	-7	-2	0
Cc1ccc(OCCC(=O)OCC(=O)Nc2cc(S(=O)(=O)N(C)C)ccc2C)cc1	-10	1	-8	0	0.6	-1	0.0	2	.	0
O=C1NC(=S)N/C1=C/c1cc([N+](=O)[O-])ccc1N1CCOCC1	-2	3	1	7	1.2	-1	-0.4	-5	3	.
O=C(CN(C(=O)CNC(=O)c1ccco1)c1ccc(F)cc1)NC1CCCCC1	-7	-1	-1	-5	1.6	-5	-1.3	0	9	3
CC12CCC(=O)N1C(C(=O)NNC(=O)c1ccccc1)CS2 (configuration not stated)	3	1	-4	0	0.2	1	-1.6	-15	-4	-1
Cc1ccc(S(=O)(=O)NCC(=O)OCC(=O)c2cc(C)n(-c3ccccc3)c2C)cc1	-7	1	5	3	0.4	-6	-1.6	14	-3	0
CC(C)(C)C(=O)NNC(=O)CCCOc1ccc(Cl)cc1Cl	-5	-1	5	-4	0.1	.	-0.7	-4	5	0
Cc1cc(C)nc(NS(=O)(=O)c2ccc(NC(=O)CN3C(=O)C4CC=CCC4C3=O)cc2)n1 (configuration not stated)	2	-2	-4	1	1.0	-4	-2.4	-6	0	4
COc1cc(NC(=O)c2cccs2)c(C(=O)OCC(=O)c2cc(C)n(-c3ccccc3)c2C)cc1OC	-2	-1	-1	-65	-0.4	.	-0.8	0	-1	4
O=C(COC(=O)/C=C/c1ccc(F)cc1)Nc1ccc(S(=O)(=O)N2CCOCC2)cc1	-12	-1	1	11	-1.0	-2	-0.5	-4	-4	1
COC1=C(C)C(=O)C2=C(C1=O)C1C3CC4=C(C(=O)C(OC)=C(C)C4=O)C(CNC(=O)C(C)=O)N3C(C#N)C(C2)N1C (configuration not stated)	-1	3	1	.	2.1	-26	-0.6	-9	-1	-1
O=C(N/C(=C/c1ccc(F)cc1)C(=O)N1CCCC1)c1ccccc1	-3	3	-1	3	0.7	0	-1.0	-5	6	-2
COc1cccc(NC(=O)CN2C(=O)NC3(CCCC3)C2=O)c1	-8	4	-5	-2	-0.1	-2	0.6	-8	-3	3
CCOc1cccc2cc(C(=O)N3CCN(C/C=C/c4ccccc4)CC3)c(=O)oc12	0	1	30	4	0.2	.	-2.5	4	-2	1
Nc1ccc(-c2n[nH]c(=O)c3ccccc23)cc1N	-10	6	4	1	3.1	.	-6.6	1	.	1
O=S(=O)(c1ccc(Cl)c(NC(=S)Nc2ccccc2N2CCOCC2)c1)N1CCOCC1	-5	5	-2	-1	0.9	-3	-1.5	-5	-10	2
COc1cccc(NC(=O)C2CCN(S(=O)(=O)c3ccc4c(c3)CC(C)N4C(C)=O)CC2)c1 (configuration not stated)	-6	2	8	-15	0.2	-2	-4.0	3	-6	6
Cc1cc(C(=O)NNCc2ccccc2)no1	-2	-5	-1	7	-4.9	1	-0.5	-10	-4	6
CC(=O)NCCn1c(SCC(=O)NCc2ccco2)nc2ccccc2c1=O	1	-1	-8	8	2.2	-4	-1.0	-15	4	2
O=C(NC1CCSC1=O)C1CCCCC1 (configuration not stated)	-1	3	-18	1	0.7	-1	0.5	-2	4	1
CC(C)CC(=O)N1CC(=O)Nc2ccc(F)cc2C1c1ccccc1 (configuration not stated)	-3	-3	-1	12	0.8	-1	-1.0	0	1	-2
CSc1ccccc1NC(=O)c1cc2c(=O)n3ccccc3nc2s1	-6	0	-3	36	-0.3	7	-3.8	4	-8	-1
Cc1ccc(C(=O)N2CCN(c3ccc([N+](=O)[O-])c(NCc4ccco4)c3)CC2)cc1	-7	1	4	-12	-0.3	.	-0.4	-6	.	-2
CC(CCc1ccccc1)C(=O)NO (configuration not stated)	1	-1	-14	-3	0.2	-2	0.0	-5	.	-4
CCn1ccnc1CC1COc2ccccc2O1 (configuration not stated)	-3	-1	7	16	-1.5	1	0.9	-2	2	-1
Cc1ccc(C)c(-n2c(-c3ccc4c(c3)OCO4)n[nH]c2=S)c1	2	1	6	2	-0.5	.	-3.1	-6	.	7
Cc1cs/c(=N/C(=S)Nc2ccccc2)n1C	-1	0	-2	102*	.	5	0.4	-8	0	-5
Cc1ccc2c(Cl)cc(Cl)c(OCC(=O)NC(C)(C)C)c2n1	-10	0	.	1	1.1	0	-0.8	10	3	-4
CCc1ccc(NC(=S)NC2CC3CCCC(C2)N3Cc2ccccc2)cc1 (configuration not stated)	1	1	10	-1	4.5	10	-3.1	8	-4	-4
COc1ccc(/C=N/NC(=O)CNS(=O)(=O)c2ccc(C)cc2)cc1	-4	1	4	-11	0.7	-1	0.1	5	.	-3
CN(Cc1ccccc1OCCO)CC1CCCN(CCc2ccc(Cl)cc2)C1 (configuration not stated)	4	2	-5	.	-0.4	-3	-0.6	1	-4	1

One compound at a time, as listed above. Order of screens: dFosB activator, V-ATPase pHluor, Rtt109 HAT inh, MITF act, CDK5 p35 inh, Wnt act, CAL PDZ FP-1, Tat export inh, CAL PDZ FP-2, RTF Ca sens act
CCn1ccnc1CC1COc2ccccc2O1 (configuration not stated) is listed as -3, -1, 7, 16, -1.5, 1, 0.9, -2, 2, -1
COc1cccc(NC(=O)C2CCN(S(=O)(=O)c3ccc4c(c3)CC(C)N4C(C)=O)CC2)c1 (configuration not stated) is listed as -6, 2, 8, -15, 0.2, -2, -4.0, 3, -6, 6
Cc1cs/c(=N/C(=S)Nc2ccccc2)n1C is listed as -1, 0, -2, 102*, ., 5, 0.4, -8, 0, -5
CC(CCc1ccccc1)C(=O)NO (configuration not stated) is listed as 1, -1, -14, -3, 0.2, -2, 0.0, -5, ., -4
COc1ccc(/C=N/NC(=O)CNS(=O)(=O)c2ccc(C)cc2)cc1 is listed as -4, 1, 4, -11, 0.7, -1, 0.1, 5, ., -3

Of the compounds above, these contain bromine:
SMILES	dFosB activator	V-ATPase pHluor	Rtt109 HAT inh	MITF act	CDK5 p35 inh	Wnt act	CAL PDZ FP-1	Tat export inh	CAL PDZ FP-2	RTF Ca sens act
O=C(Cn1c(NCCCO)nc2ccccc21)c1ccc(Br)cc1	4	6	9	-11	0.4	.	-0.2	-10	.	3
CCCn1c(C(CO)Nc2nc(-c3cccc(Br)c3)cs2)nc2ccccc21 (configuration not stated)	-15	3	0	-10	1.0	-3	-0.7	-5	-1	-2
